Bim-Mcl-1 – disrupts Bim peptide binding to human Mcl-1 | Q07820 | Bead-based flow cytometry, Bim peptide-Mcl-1 binding | inhibition, % at 10 µM | actives 0.1% (n = 190,000) | AID 1009; in the data active means inhibition above about 40%;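 further: 0% = no compound tracer wells and 100% = peptide blocker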
Target sequence (Q07820 whole entry, looked up): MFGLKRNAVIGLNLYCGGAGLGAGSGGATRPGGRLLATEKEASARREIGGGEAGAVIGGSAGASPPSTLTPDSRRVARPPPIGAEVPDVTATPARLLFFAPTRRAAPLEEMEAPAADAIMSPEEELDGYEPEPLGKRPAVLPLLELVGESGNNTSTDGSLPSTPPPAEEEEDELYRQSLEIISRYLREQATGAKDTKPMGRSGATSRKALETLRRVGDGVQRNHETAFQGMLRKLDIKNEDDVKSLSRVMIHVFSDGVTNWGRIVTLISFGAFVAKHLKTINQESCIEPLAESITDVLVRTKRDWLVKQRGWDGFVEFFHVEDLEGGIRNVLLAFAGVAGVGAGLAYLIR
Avidin fluor – compound fluoresces at 488/530 nm on avidin beads | compound fluorescence 488/530 nm, flow cytometry; stronger effect = higher value | fluorescence (KMESF) at 10 µM | actives 0.38% (n = 220,000) | AID 1775; in the data active means fluorescence above about 47; further: inactives centre near 10
Rac1 mut GTP – modulators of GTP binding to human Rac1 activated mutant; P63000; percent activity (GTP binding), % at 10 µM; GST-Rac1 activated beads, fluorescent GTP binding, flow cytometry; actives lie on both sides; 100% means binding = to untreated wells; actives 0.11% (n = 190,000);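 active means GTP binding at least 20 percentage points away from the 100% baseline, in either direction, so actives lie on both sides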
Rab2A wt mod – changes GTP binding to wildtype dog Rab2A, up or down. GST-Rab2 wt beads, Bodipy-GTP binding, flow cytometry. GTP binding activity, % at 10 µM. actives 0.19% (n = 190,000). AID 760;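 active means GTP binding activity at least 20 points away from 100%, either lowered or raised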;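 further: 0% = beads with excess unlabeled GTP and 100% = no-compound control corrected for plate trend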
Pf gametocyte – kills late stage P. falciparum gametocytes; actives 0.065% (n = 150,000); inhibition, % at 10.9 µM; AID 743093; P. falciparum stage V gametocytes, ATP luminescence, 24 h;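 active means inhibition above the mean plus 3 SD of compounds within the control limits, set per campaign, cut at about 38% in these data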;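 further: 0% = DMSO wells and 100% = medium only without gametocytes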
Mcl1 Noxa PPI – disrupts binding of human Mcl-1 to Noxa peptide; TR-FRET Mcl-1/Noxa peptide binding, 2 h; inhibition, % at 21.7 µM; actives 1.5% (n = 220,000); AID 1022;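 active means compounds that cut the protein-peptide binding signal by more than 50% relative to plate controls in a single-dose test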;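 further: His-tagged Mcl-1 with rhodamine Noxa BH3 peptide and terbium anti-His antibody; 0% = Mcl-1 plus Noxa peptide wells and 100% = peptide-only wells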
Rac1 wt GTP bind – human Rac1 wildtype GTP binding, inhibitors and activators | GST-Rac1 beads, fluorescent GTP binding, flow cytometry; actives lie on both sides; 0 = cold GTP competed, 100 = untreated | actives 0.27% (n = 190,000) | AID 757 | P63000 | GTP binding activity (% of control), % at 10 µM;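 active means GTP binding activity at least 20 points away from the 100% control level, either lower or higher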
Mcl1 Bid PPI – Mcl-1/Bid interaction inhibition. Q07820. TR-FRET Mcl-1/Bid-Dy647 peptide binding, 1536-well. inhibition, % at 21.7 µM. actives 0.97% (n = 220,000). AID 1021;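 active means compounds that cut the binding signal by more than half at the single screening dose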;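 further: His-tagged Mcl-1 with europium anti-His antibody binding Bid BH3 peptide; 0% = Mcl-1 plus peptide wells and 100% = peptide-only wells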
HRas wt GTP – modulators of GTP binding to human HRas wildtype. P01112. GST-Ras wt beads, Bodipy-FL-GTP binding, flow cytometry; actives lie on both sides. GTP binding activity, % at 10 µM. actives 0.14% (n = 190,000);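 active means GTP binding activity at least 20% away from the 100% baseline, either lowered as inhibitor or raised as activator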;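 further: 0% = unlabeled GTP competition control and 100% = no-compound control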
Target sequence (P01112 whole entry, looked up): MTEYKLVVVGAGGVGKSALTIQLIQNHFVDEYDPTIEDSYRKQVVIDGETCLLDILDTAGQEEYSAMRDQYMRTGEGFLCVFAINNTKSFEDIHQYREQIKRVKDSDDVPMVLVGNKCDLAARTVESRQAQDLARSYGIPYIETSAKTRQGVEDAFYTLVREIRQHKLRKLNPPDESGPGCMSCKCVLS
Cdc42 wt – changes GTP binding to wildtype human Cdc42. P60953. actives 0.2% (n = 190,000). percent activity (GTP binding), % at 10 µM. GST-Cdc42 beads, Bodipy-GTP binding, flow cytometry; actives lie on both sides. AID 761;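 active means percent activity GTP binding at least 20 points away from the 100% baseline, either down as inhibitor or up as activator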;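 further: median bead fluorescence of bound Bodipy-FL-GTP at 100 nM; 0% = excess unlabeled GTP control and 100% = no compound control; below 100% means less GTP binding so inhibitor and above means activator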
Target sequence (P60953 whole entry, looked up): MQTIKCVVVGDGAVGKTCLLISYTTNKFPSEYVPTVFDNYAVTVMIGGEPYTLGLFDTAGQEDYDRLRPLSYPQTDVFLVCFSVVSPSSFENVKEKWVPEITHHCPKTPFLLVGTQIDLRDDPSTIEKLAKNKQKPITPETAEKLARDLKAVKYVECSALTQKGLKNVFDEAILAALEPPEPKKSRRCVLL
Rab7 wt modul – alters GTP binding to wildtype dog Rab7. GST-Rab7 beads, fluorescent GTP binding, flow cytometry; actives lie on both sides; untreated = 100%, excess cold GTP = 0%. GTP binding activity (percent of control), % at 10 µM. actives 0.055% (n = 190,000). AID 758;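 active means fluorescent GTP binding to Rab7 beads changed by at least 20 points from the 100% baseline, either direction, mostly lower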;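 further: median green fluorescence of bound Bodipy-FL-GTP per Rab7 bead population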
* hit, by the source's call; . = not tested or not shown; & = joins results of further samples.

The opening two entries (preview)
Values in the order – Bim-Mcl-1, Avidin fluor, Rac1 mut GTP, Rab2A wt mod, Pf gametocyte, Mcl1 Noxa PPI, Rac1 wt GTP bind, Mcl1 Bid PPI, HRas wt GTP, Cdc42 wt, Rab7 wt modul
> COC(=O)c1ccc2nc(Nc3nc4c(F)cc(F)cc4s3)sc2c1
  -3, 14, 80, 79*, 24, 81*, 81, 64*, 85, 82, 85
> CCC(CC)C(=O)Nc1cccc(C(=O)NCCc2ccccc2)c1
  0, 24, 97, 99, 21, -13, 105, -2, 100, 98, 101

Main list, repeating the preview:
Values in the order – Bim-Mcl-1, Avidin fluor, Rac1 mut GTP, Rab2A wt mod, Pf gametocyte, Mcl1 Noxa PPI, Rac1 wt GTP bind, Mcl1 Bid PPI, HRas wt GTP, Cdc42 wt, Rab7 wt modul
> COC(=O)c1ccc2nc(Nc3nc4c(F)cc(F)cc4s3)sc2c1
  -3, 14, 80, 79*, 24, 81*, 81, 64*, 85, 82, 85
> CCC(CC)C(=O)Nc1cccc(C(=O)NCCc2ccccc2)c1
  0, 24, 97, 99, 21, -13, 105, -2, 100, 98, 101
> Cc1ccnc(NS(=O)(=O)c2ccc(NC(=O)c3cncc(Br)c3)cc2)n1
  -3, 6, 100, 99, -7, 20, 102, 10, 98, 102, 104
> Cc1cccc(NC(=O)CSc2ccc(-c3cccs3)nn2)c1C
  -7, 14, 98, 100, -19, -12, 101, -10, 99, 101, 100
> CN1CCc2c(sc3nc(SCC(N)=O)n(-c4ccccc4)c(=O)c23)C1
  -2, 44, 102, 105, ., 19, 106, 7, 107, 111, 106
> COc1ccccc1NC(=O)Cc1noc(CSc2cc(C)c3ccccc3n2)n1
  0, 9, 97, 100, 14, -90, 101, -32, 101, 100, 101
> Cc1nc2cc(C(=O)OCC(=O)NC3CCS(=O)(=O)C3)ccc2n1-c1ccccc1 (centres undefined)
  -1, 34, 102, 101, ., -11, 102, -7, 102, 103, 97
> O=C(O)C1CSC(c2ccco2)N1 (centres undefined)
  -2, 11, 94, 93, -15, 40, 94, -31, 90, 96, 91
> CSc1ncccc1C(=O)NCC12CC3CC(CC(C3)C1)C2
  -1, 10, 93, 97, -20, 5, 96, -9, 95, 96, 93
> CC1(C)CC(=O)C2=C(C1)N(c1ncn[nH]1)C(N)=C(C#N)C2c1ccccc1 (centres undefined)
  0, 12, 102, 102, 20, 5, 104, -24, 104, 104, 101
> O=C1CN(C(=O)c2cc(Br)c(Br)s2)c2ccccc2N1
  -4, 12, 98, 100, 10, 12, 101, 5, 100, 101, 100
> CC(C)CCNC(=O)Cc1ccc(Nc2nc(=S)[nH]c3ccccc23)cc1
  8, ., 89, 75*, 14, 15, 73*, -57, 75*, 80, 96
> CC(=O)N1CCCN(Cc2cn(-c3ccc(C)cc3)nc2-c2ccc(F)cc2)CC1
  14, 12, 97, 101, -14, 34, 102, 56*, 101, 101, 106
> N#Cc1c(-c2ccccc2Cl)cc(-c2ccccc2)[nH]c1=S
  -2, 7, 90, 96, ., 7, 93, -36, 95, 93, 104
> COC(=O)c1ccccc1NC(=O)CSc1nccn1C
  0, 9, 98, 100, ., 17, 101, -13, 100, 101, 100
> CCCC(C)NC(C)C(=O)NC1CCCC1 (centres undefined)
  -3, 20, 99, 97, 3, -1, 106, -5, 98, 105, 97
> Cc1ccc2c(c1)c1c(n2C)C(C(N)=O)CCC1 (centres undefined)
  -2, 5, 92, 92, 6, 0, 93, -29, 93, 92, 94
> O=C1CCCCC1c1cccc2ccccc12 (centres undefined)
  0, 2, 103, 101, ., 38, 103, -12, 104, 105, 104
> O=c1[nH]c2ccc(S(=O)(=O)NCCO)cc2[nH]1
  -3, 6, 95, 97, ., -6, 95, 4, 97, 95, 106
> O=C(COC(=O)c1cncc(Br)c1)NCCC1=CCCCC1
  0, 24, 99, 100, ., -4, 102, -28, 100, 99, 98

Shown tab-delimited: entries from further up
Structure	Bim-Mcl-1	Avidin fluor	Rac1 mut GTP	Rab2A wt mod	Pf gametocyte	Mcl1 Noxa PPI	Rac1 wt GTP bind	Mcl1 Bid PPI	HRas wt GTP	Cdc42 wt	Rab7 wt modul
Cc1nc2cc(C(=O)OCC(=O)NC3CCS(=O)(=O)C3)ccc2n1-c1ccccc1 (centres undefined)	-1	34	102	101	.	-11	102	-7	102	103	97
Cc1cccc(NC(=O)CSc2ccc(-c3cccs3)nn2)c1C	-7	14	98	100	-19	-12	101	-10	99	101	100
COc1ccccc1NC(=O)Cc1noc(CSc2cc(C)c3ccccc3n2)n1	0	9	97	100	14	-90	101	-32	101	100	101

Record cards, as listed above. Values in the order: Bim-Mcl-1 | Avidin fluor | Rac1 mut GTP | Rab2A wt mod | Pf gametocyte | Mcl1 Noxa PPI | Rac1 wt GTP bind | Mcl1 Bid PPI | HRas wt GTP | Cdc42 wt | Rab7 wt modul
Record of Cc1ccnc(NS(=O)(=O)c2ccc(NC(=O)c3cncc(Br)c3)cc2)n1 → -3 | 6 | 100 | 99 | -7 | 20 | 102 | 10 | 98 | 102 | 104
Record of Cc1nc2cc(C(=O)OCC(=O)NC3CCS(=O)(=O)C3)ccc2n1-c1ccccc1 (centres undefined) → -1 | 34 | 102 | 101 | . | -11 | 102 | -7 | 102 | 103 | 97
Record of COc1ccccc1NC(=O)Cc1noc(CSc2cc(C)c3ccccc3n2)n1 → 0 | 9 | 97 | 100 | 14 | -90 | 101 | -32 | 101 | 100 | 101
Record of CCC(CC)C(=O)Nc1cccc(C(=O)NCCc2ccccc2)c1 → 0 | 24 | 97 | 99 | 21 | -13 | 105 | -2 | 100 | 98 | 101
Record of CN1CCc2c(sc3nc(SCC(N)=O)n(-c4ccccc4)c(=O)c23)C1 → -2 | 44 | 102 | 105 | . | 19 | 106 | 7 | 107 | 111 | 106

Next section.
Values in the order – Bim-Mcl-1, Avidin fluor, Rac1 mut GTP, Rab2A wt mod, Pf gametocyte, Mcl1 Noxa PPI, Rac1 wt GTP bind, Mcl1 Bid PPI, HRas wt GTP, Cdc42 wt, Rab7 wt modul
> Cc1ccc(S(=O)(=O)C(C#N)c2nc3ccccc3nc2OC(C)C)cc1 (centres undefined)
  0, 25, 96, 98, ., 8, 99, -1, 99, 98, 100
> Cc1ccnc(NC(=O)Nc2ccc3c(c2)N(C)C(=O)CS3)c1
  -4, 2, 97, 98, ., 5, 106, -8, 100, 102, 96
> Cc1cc(C)c(C#N)c(SCc2ccccc2)n1
  -6, 4, 98, 101, ., 9, 104, -6, 99, 100, 96
> CCc1nnc(NC(=O)C2(C)COC(c3ccc(OC)cc3)OC2)s1 (centres undefined)
  8, 5, 93, 96, -7, 9, 92, 4, 95, 94, 99
> Cc1cccc(-n2cc(-c3ccccc3)c3c(NN4CCOCC4)ncnc32)c1
  1, 7, 101, 99, -21, 26, 101, -20, 100, 100, 101
> CC(C)C(=O)OC/C(O)=C(\C#N)c1nc2ccccc2[nH]1
  3, 10, 95, 97, 6, 16, 100, -54, 97, 95, 107
> CC(C)Cn1nc(C(=O)OCC(=O)NCC(F)(F)F)c2ccccc2c1=O
  -3, 10, 101, 101, ., 6, 103, -15, 101, 101, 105
> CCOc1c(Br)cc(/C=C2\C(=O)N(CCC#N)N=C2C)cc1OC
  10, 3, 97, 97, 13, -4, 103, 4, 98, 99, 99
> O=C(CSc1nc2ccccc2n1CC(=O)N1CCCC1)N1CCN(C(=O)c2ccco2)CC1
  1, 35, 99, 101, ., 0, 105, -5, 102, 100, 100
> Cc1cc(C)nc(/N=C(\N)Nc2ccc(C)c([N+](=O)[O-])c2)n1
  -3, 13, 94, 93, 20, ., 92, -29, 95, 96, 97
> Cc1nc2ccc([N+](=O)[O-])cc2nc1C
  1, 13, 98, 102, 15, 14, 106, 18, 100, 104, 103
> O=C(COC(=O)CNS(=O)(=O)/C=C/c1ccccc1)Nc1cccc2ccccc12
  1, 21, 94, 98, -4, 8, 97, -38, 99, 93, 102
> Cc1cc(/C=C2/SC(=O)NC2=O)c(C)n1-c1ccc(N2CCOCC2)cc1
  0, 15, 98, 94, -8, 22, 100, -76, 95, 100, 100
> COc1ccccc1NC(=O)N(Cc1ccccc1)c1ccccn1
  0, 8, 97, 98, ., -3, 98, 9, 100, 100, 100
> O=C(O)/C=C/c1nc(-c2ccccc2)n2ccccc12
  -3, 9, 95, 94, 3, 39, 95, -33, 96, 97, 100
> CCO[C@@H]1OC(C(=O)O)=C[C@H](C)[C@H]1CCCO
  0, 5, 98, 99, -2, 17, 101, 17, 98, 97, 102
> CN=C1S/C(=C\c2cn(CC(=O)OC)c3ccccc23)C(=O)N1C
  0, 9, 92, 98, -3, 15, 95, -34, 97, 96, 101
> CCOC(=O)C1CCN(C(=O)COC(=O)COc2ccc(Cl)cc2)CC1
  0, 13, 96, 95, 3, 5, 98, -15, 95, 97, 91
> O=c1ccc(NS(=O)(=O)c2ccccc2Cl)cn1Cc1ccc(Cl)c(Cl)c1
  0, 12, 89, 94, -52, 6, 95, -24, 96, 91, 103
> Oc1ccc(Cl)cc1C1=Nc2ccccc2N=C(c2ccco2)C1
  -1, 15, 97, 98, -18, -15, 100, -5, 96, 94, 95
> CSc1nc(-c2ccco2)nn1C(=O)c1ccc(Cl)cc1
  -4, 5, 99, 99, ., -9, 97, -18, 97, 98, 100
> Cc1cc(=O)n2[nH]c(-c3ccc(C(C)(C)C)cc3)cc2n1
  1, 11&6, 96, 97, 11, 18&1, 100, -58&-16, 99, 98, 101
> COc1cc(C2NC(=O)CS2)cc(OC)c1OC (centres undefined)
  -3, 7, 97, 98, ., 13, 106, 4, 100, 96, 98
> COC(=O)c1cn(CC(=O)NCc2cccs2)c2ccccc12
  0, 7, 99, 95, ., 2, 97, -10, 96, 98, 95
> Cc1ccc(S(=O)(=O)N(CC(=O)NCCSCc2ccco2)c2ccc(F)cc2)cc1
  -1, 7, 94, 97, ., 12, 94, -42, 95, 93, 102

Screening results: PubChem BioAssay, several laboratories
